Bcl-xL primary: inhibitors of human Bcl-xL; 0.7% of 320,000 active; Q07817; GST-Bcl-xL / FITC-Bim BH3 peptide fluorescence polarization; inhibition, % at 10.9 µM;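 active = inhibition above the mean of all tested compounds plus 3 SD, cutoff set per campaign, cut at about 30% in these data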;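 note: 0% = DMSO wells and 100% = unlabeled Bim-BH3 peptide competitor; inhibitors lower millipolarization by displacing the labeled peptide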
MCL1 BIM primary: disrupts human MCL1 binding to BIM-BH3 peptide; GST-MCL1 / FITC-Bim-BH3 fluorescence polarization; inhibition, % at 10.9 µM; 0.68% of 320,000 active; AID 2057;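 active = inhibition above the mean inhibition of all tested compounds plus 3 SD, set per campaign, cut at about 40% in these data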;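 note: 0% = DMSO wells and 100% = unlabeled Bim-BH3 peptide control; higher means more loss of mP so more displacement of Bim peptide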
Target sequence (Q07820 whole entry, looked up): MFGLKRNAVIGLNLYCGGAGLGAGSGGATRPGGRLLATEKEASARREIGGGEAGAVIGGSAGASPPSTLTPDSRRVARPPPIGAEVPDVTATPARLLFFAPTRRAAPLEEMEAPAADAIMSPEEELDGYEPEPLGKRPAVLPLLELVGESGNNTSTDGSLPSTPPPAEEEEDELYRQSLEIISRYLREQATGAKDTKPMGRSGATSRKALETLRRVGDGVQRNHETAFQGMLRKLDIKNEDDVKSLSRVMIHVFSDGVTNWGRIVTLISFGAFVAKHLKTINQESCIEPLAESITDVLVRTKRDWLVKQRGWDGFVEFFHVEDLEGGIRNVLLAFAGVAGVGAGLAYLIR
PAFAH1B2 FP inh: blocks human PAF acetylhydrolase 1b catalytic subunit 2; AID 492953; P68402; inhibition, % at 3.39 µM; 1.2% of 340,000 active; recombinant PAFAH1B2, FP-rhodamine activity probe, fluorescence polarization;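 active = inhibition above the mean of all tested compounds plus 3 SD, cut at about 24% in these data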;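 note: 0% = enzyme with DMSO and 100% = wells lacking PAFAH1B2; many of its hits are not listed in these tables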
Target sequence (P68402 whole entry, looked up): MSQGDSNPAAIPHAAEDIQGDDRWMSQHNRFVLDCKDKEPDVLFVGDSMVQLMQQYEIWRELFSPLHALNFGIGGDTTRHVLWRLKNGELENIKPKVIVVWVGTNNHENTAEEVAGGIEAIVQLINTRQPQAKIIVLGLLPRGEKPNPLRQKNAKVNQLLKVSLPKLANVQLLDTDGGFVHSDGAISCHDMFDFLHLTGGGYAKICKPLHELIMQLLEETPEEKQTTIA
AHR activator: activators of human aryl hydrocarbon receptor | P35869 | AHR-responsive luciferase reporter cells, luminescence | activation, % at 5 µM | 2.5% of 320,000 active; in the data active = activation above about 47%;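 note: 0% = vehicle wells and 100% = reference agonist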
GLD-1 TGE inh: GLD-1-TGE RNA interaction inhibition (C. elegans). inhibition, % at 5.96 µM. 0.44% of 320,000 active. purified GLD-1 + fluorescein TGE RNA, fluorescence polarization. Q17339;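 active = percent inhibition above a per-plate cutoff, the plate mean of test compounds plus 3 SD, cut at about 30% in these data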;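 note: 0% = DMSO wells with GLD-1 and probe and 100% = wells lacking GLD-1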
pPAFAH inh: pPAFAH (human) enzyme inhibition; Q13093; recombinant pPAFAH, FP-rhodamine probe fluorescence polarization; inhibition, % at 3.39 µM; 1.5% of 330,000 active;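 active = inhibition above the mean inhibition across the screen plus 3 SD, cut at about 25% in these data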;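 note: inhibitors block binding of the rhodamine activity-based probe so polarization drops; 0% = enzyme with DMSO and 100% = wells lacking pPAFAH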
Target sequence (Q13093 whole entry, looked up): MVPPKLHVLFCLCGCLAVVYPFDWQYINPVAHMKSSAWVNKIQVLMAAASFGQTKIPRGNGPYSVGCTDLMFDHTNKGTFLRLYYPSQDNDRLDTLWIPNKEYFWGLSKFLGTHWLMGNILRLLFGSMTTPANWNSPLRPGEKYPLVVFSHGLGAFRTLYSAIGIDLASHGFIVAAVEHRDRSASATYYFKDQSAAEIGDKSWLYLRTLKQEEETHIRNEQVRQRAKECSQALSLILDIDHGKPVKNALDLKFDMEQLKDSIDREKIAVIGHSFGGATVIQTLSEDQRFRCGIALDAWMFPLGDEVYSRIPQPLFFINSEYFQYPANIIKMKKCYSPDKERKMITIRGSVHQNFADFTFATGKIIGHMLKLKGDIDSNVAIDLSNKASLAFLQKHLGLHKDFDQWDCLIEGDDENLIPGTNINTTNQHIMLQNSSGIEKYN
MEX-5 binding: C. elegans MEX-5 TCR-2 RNA binding activity. 0.38% of 300,000 active. Q9XUB2. MEX-5/FITC-TCR2 RNA binding, fluorescence polarization; hits give low values. activity score (negative = inhibition of binding), % at 10 µM. AID 1832;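 active = inhibition past about -25% in most replicates, and total fluorescence under double the plate's negative control median, limit read from the data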;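 note: 0% = DMSO and -100% = 5 µM competing unlabeled TCR2 RNA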
PME-1 inh: blocks human protein phosphatase methylesterase 1. 0.53% of 320,000 active. AID 2130. recombinant PME-1, FP-Rh probe fluorescence polarization. inhibition, % at 5.9 µM;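 active = inhibition above the campaign mean of all compounds plus 3 SD, cut at about 26% in these data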;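 note: competitive labeling of PME-1 active site by serine hydrolase directed probe; 0% = PME-1 with DMSO and 100% = wells lacking PME-1 enzyme; inhibitors block probe labeling so polarization falls and inhibition rises; many of its hits are not listed in these tables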
Fam108B counter: Fam108B inhibition, counter-screen for RBBP9 inhibitors; AID 1947; 0.33% of 300,000 active; recombinant Fam108B, FP-Rh probe fluorescence polarization; inhibition, % at 9.51 µM;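 active = inhibition above the screen mean inhibition plus 3 SD, computed separately per campaign, cut at about 18% in these data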;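 note: inhibitors lower polarization as less probe binds the enzyme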
Active calls of the source: *; . = no result given. Only part of the results is shown (hit frequency here may not be typical).

1: Cc1scc(C(=O)N/N=C/c2ccc(OC(C)C)cc2)c1C
2: Cc1cccc(NS(=O)(=O)c2nnc(NC(=O)CC(C)C)s2)c1
3: O=C(CCS(=O)(=O)c1cccc2nsnc12)NC1CCCCCC1
4: Cc1c(Cl)cccc1NC(=O)Cc1ccc([N+](=O)[O-])cc1
5: COC(=O)c1c(-c2ccc(SC)cc2)sc2ccccc12
6: CNC(=O)c1cc2cc(Cc3ccccc3Cl)ccc2oc1=O

Screen / compound no.	1	2	3	4	5	6
Bcl-xL primary	0	4	9	-3	3	3
MCL1 BIM primary	2	0	8	-1	2	11
PAFAH1B2 FP inh	3	10	1	-4	2	4
AHR activator	7	1	8	1	5	0
GLD-1 TGE inh	-10	0	2	25	7	-4
pPAFAH inh	3	9	4	6	3	7
MEX-5 binding	4.0	-2.8	-0.3	-0.3	.	-2.1
PME-1 inh	-10	3	-2	-6	-1	-1
Fam108B counter	1	3	1	-2	.	2

Complete entries from above.
Profile of O=C(CCS(=O)(=O)c1cccc2nsnc12)NC1CCCCCC1 = Bcl-xL primary: 9; MCL1 BIM primary: 8; PAFAH1B2 FP inh: 1; AHR activator: 8; GLD-1 TGE inh: 2; pPAFAH inh: 4; MEX-5 binding: -0.3; PME-1 inh: -2; Fam108B counter: 1
Profile of Cc1scc(C(=O)N/N=C/c2ccc(OC(C)C)cc2)c1C = Bcl-xL primary: 0; MCL1 BIM primary: 2; PAFAH1B2 FP inh: 3; AHR activator: 7; GLD-1 TGE inh: -10; pPAFAH inh: 3; MEX-5 binding: 4.0; PME-1 inh: -10; Fam108B counter: 1

Additional compounds follow:
7: Cc1cc(C)c(S(=O)(=O)n2cnc3ccccc32)c(C)c1
8: CCN(CC)CCCNc1nc(SC)nc2sc3c(c12)CCN(C)C3
9: NC(=O)c1ccc(NC(=O)CSC2=Nc3ccccc3C3CC=NN23)cc1 (stereo unspecified)
10: CC1(/[N+]([O-])=C/c2ccc(Cl)cc2Cl)CCCCC1=O (stereo unspecified)
11: CCCN(Cc1nnc(-c2ccccc2Cl)o1)C(=O)c1cc(S(=O)(=O)N2CCOCC2)ccc1F
12: COc1ccc(NC(=S)N2CCC(NC(=O)c3ccc(OC)cc3)CC2)cc1

Screen / compound no.	7	8	9	10	11	12
Bcl-xL primary	2	71*	-9	-3	2	1
MCL1 BIM primary	4	7	-14	-5	3	7
PAFAH1B2 FP inh	4	.	-5	.	6	-3
AHR activator	1	3	8	-2	1	0
GLD-1 TGE inh	9	-28	-17	11	5	-5
pPAFAH inh	0	4	1	5	8	-5
MEX-5 binding	0.7	-0.4	-2.4	-0.3	-2.9	2.5
PME-1 inh	-6	0	-12	-4	4	-3
Fam108B counter	4	-3	-12	3	0	2

13: Cc1cccc(-c2nc(=S)c3c(o2)CCCC3)c1
14: CC(C)CNc1cc(N2CCCC2)ccc1[N+](=O)[O-]
15: c1ccc2c(c1)N1CCCN=C1N2CCN1CCCCC1
16: O=C(CCl)Nc1cccc(Oc2ccccc2)c1
17: NC1=NC(=O)/C(=C/c2cccc(F)c2)S1
18: COc1ccc(NC(=O)COC(=O)CO/N=C(\C)c2ccc3c(c2)OCO3)cc1S(N)(=O)=O

Screen / compound no.	13	14	15	16	17	18
Bcl-xL primary	6	-4	6	9	3	-5
MCL1 BIM primary	7	-6	3	8	-3	-4
PAFAH1B2 FP inh	1	6	6	1	2	2
AHR activator	9	7	1	1	-3	1
GLD-1 TGE inh	8	8	3	-8	1	-3
pPAFAH inh	2	8	2	1	4	6
MEX-5 binding	2.8	1.4	2.0	1.9	-5.7	.
PME-1 inh	-4	-9	1	3	7	1
Fam108B counter	-6	0	1	-9	1	.

19: O=C(Nc1nnc(SCc2ccc(F)cc2)s1)C1CC(=O)N(c2ccc3c(c2)OCCO3)C1 (stereo unspecified)
20: Cc1ccc(N2C(=O)CC(Sc3ncn[nH]3)C2=O)cc1C (stereo unspecified)
21: Cc1onc(-c2ccc(Cl)cc2Cl)c1-c1csc(N/N=C/c2ccccc2Cl)n1
22: O=C(Nc1nnc(-c2cccs2)o1)C1CC1
23: CCOC(=O)C1CCN(c2cc(=O)n(Cc3ccc(F)cc3)c(=O)[nH]2)CC1
24: COc1ccc(COC(=O)C2=C(C)NC(=O)NC2c2ccccc2F)cc1 (stereo unspecified)

Screen / compound no.	19	20	21	22	23	24
Bcl-xL primary	9	6	3	3	-2	2
MCL1 BIM primary	2	6	7	-2	-1	6
PAFAH1B2 FP inh	4	2	5	0	4	-2
AHR activator	1	1	4	7	1	21
GLD-1 TGE inh	1	2	-6	2	6	6
pPAFAH inh	26*	8	-1	1	3	4
MEX-5 binding	1.8	15	-1.7	-0.3	-0.2	-2.8
PME-1 inh	4	-5	-3	2	3	8
Fam108B counter	-2	-1	-5	3	4	5

25: COc1ccc(C(=O)NNC(=O)c2snnc2C)cc1
26: COc1ccc(N2CCN(C(=O)COC(=O)c3oc4ccccc4c3C)CC2)cc1
27: Cc1ccc(CNC(=O)CSc2nc(C)cs2)cc1
28: CCCn1cnc2sc(C(N)=O)c(C)c2c1=O
29: CCc1c(C)c(C#N)c2nc3ccccc3n2c1-n1nc(C)cc1C
30: CC(C)NS(=O)(=O)c1ccc(OCC(=O)NCc2ccccc2)cc1

Screen / compound no.	25	26	27	28	29	30
Bcl-xL primary	-2	-1	3	2	0	6
MCL1 BIM primary	1	4	-9	2	-5	3
PAFAH1B2 FP inh	7	1	7	5	3	3
AHR activator	1	3	2	1	1	2
GLD-1 TGE inh	-5	-2	2	4	0	11
pPAFAH inh	6	3	8	2	5	2
MEX-5 binding	0.2	.	0.0	-2.3	-2.0	-2.8
PME-1 inh	-2	-1	-8	-3	9	-4
Fam108B counter	-2	.	-1	1	-1	4

Arranged by the number under MEX-5 binding (rising): four from the list above.
cpd	compound	Bcl-xL primary	MCL1 BIM primary	PAFAH1B2 FP inh	AHR activator	GLD-1 TGE inh	pPAFAH inh	MEX-5 binding	PME-1 inh
28	CCCn1cnc2sc(C(N)=O)c(C)c2c1=O	2	2	5	1	4	2	-2.3	-3
29	CCc1c(C)c(C#N)c2nc3ccccc3n2c1-n1nc(C)cc1C	0	-5	3	1	0	5	-2.0	9
27	Cc1ccc(CNC(=O)CSc2nc(C)cs2)cc1	3	-9	7	2	2	8	0.0	-8
25	COc1ccc(C(=O)NNC(=O)c2snnc2C)cc1	-2	1	7	1	-5	6	0.2	-2

More results follow.
31: Cc1ccccc1CC1(CO)CCCN(Cc2c(C)nn(C)c2Cl)C1 (stereo unspecified)
32: Cc1cc(C)n(-c2cc(N3CCN(S(=O)(=O)c4ccc(Br)cc4)CC3)ccc2[N+](=O)[O-])n1
33: Cc1nc2ccccn2c1C(=O)N/N=C/c1ccc([N+](=O)[O-])o1
34: Fc1ccc(-c2cn(-c3ccccc3)c3[n+]2CCS3)cc1
35: COc1ccc(C2C(C(=O)N3CCCC3)c3cc(OC)c(OC)cc3C(=O)N2C)cc1 (stereo unspecified)
36: CC(=O)C1=C(O)C(=O)N(C)C1c1ccccc1F (stereo unspecified)

Screen / compound no.	31	32	33	34	35	36
Bcl-xL primary	3	3	23	-5	3	9
MCL1 BIM primary	3	9	41*	-7	1	11
PAFAH1B2 FP inh	2	14	10	6	7	0
AHR activator	-1	0	7	2	3	-1
GLD-1 TGE inh	0	-1	6	1	-4	2
pPAFAH inh	1	6	14	-2	5	-1
MEX-5 binding	-0.2	1.4	-0.5	-3.5	-0.5	1.6
PME-1 inh	5	7	2	6	-1	-4
Fam108B counter	1	-3	6	3	1	2

37: O=C(NCC(=O)N(c1cnc2ccccc2c1)C(C(=O)NC1CCCC1)c1ccncc1)c1ccco1 (stereo unspecified)
38: CCOC(=O)c1sc2nc(C)nc(NC3CCC(O)CC3)c2c1C (stereo unspecified)
39: CCN(CC(=O)Nc1ccc(NC(C)=O)cc1)C(=O)c1c(-c2c(F)cccc2Cl)noc1C
40: CC(=O)Nc1ccc(S(=O)(=O)N2CCC3(CC2)OCCO3)cc1
41: COc1ccc(CCN2C(=O)CC(NNc3ccc([N+](=O)[O-])cc3)C2=O)cc1OC (stereo unspecified)
42: OC1CCCN(CC(O)c2ccccc2)C1 (stereo unspecified)

Screen / compound no.	37	38	39	40	41	42
Bcl-xL primary	1	2	-1	1	5	8
MCL1 BIM primary	5	-6	-16	2	-6	-3
PAFAH1B2 FP inh	1	1	0	6	9	4
AHR activator	12	-1	4	-6	2	-2
GLD-1 TGE inh	3	8	6	-4	-4	1
pPAFAH inh	-1	6	3	5	9	1
MEX-5 binding	-1.8	1.7	-0.6	-0.6	-4.2	0.5
PME-1 inh	-2	2	2	2	5	-2
Fam108B counter	0	2	5	2	-2	1

43: N#C/C(=C\c1c(N2CCC(C(N)=O)CC2)nc2ccccn2c1=O)S(=O)(=O)c1ccc(Cl)cc1
44: CC(C)(C)c1cc(CCC(=O)N2CCCC2)cc(C(C)(C)C)c1O
45: CCSC1=C(C#N)C2(CCCCC2)C(C#N)C(=O)N1 (stereo unspecified)
46: COc1cn(-c2ccccc2)nc1C(=O)NCc1ccccc1
47: CCN(CC(=O)Nc1ccc(OC)cc1)C(=O)c1cc(S(=O)(=O)N2CCOCC2)ccc1N1CCCC1
48: Cc1nc(C(=O)O)nn1-c1ccc([N+](=O)[O-])cc1

Screen / compound no.	43	44	45	46	47	48
Bcl-xL primary	2	4	-2	6	-13	2
MCL1 BIM primary	12	3	7	1	-7	6
PAFAH1B2 FP inh	5	-1	10	-2	-2	6
AHR activator	5	-1	-1	4	2	1
GLD-1 TGE inh	-4	-7	1	8	1	3
pPAFAH inh	-2	4	3	1	3	3
MEX-5 binding	-2.4	0.5	2.6	-0.5	-0.1	1.3
PME-1 inh	5	-2	-5	4	1	-3
Fam108B counter	-2	-1	0	-1	2	-5

49: CCOC(=O)CCSc1cc(C)c2ccccc2n1
50: O=S(=O)(N/N=C1/CC(c2ccccc2)Oc2ccccc21)c1ccc(Br)cc1 (stereo unspecified)
51: COCC(C)n1c(C)cc(C(=O)COC(=O)CNC(=O)c2ccccc2)c1C (stereo unspecified)
52: CCCCOc1ccccc1NC(=O)c1ccco1
53: CC(C)C(C)(C#N)NC(=O)CSc1nc2scc(-c3ccco3)c2c(=O)n1-c1ccccc1 (stereo unspecified)
54: CCOc1ccccc1N(CC(=O)Nc1ccc(OC)cc1)S(=O)(=O)c1ccccc1

Screen / compound no.	49	50	51	52	53	54
Bcl-xL primary	-6	6	1	6	-5	12
MCL1 BIM primary	-8	14	4	3	-12	13
PAFAH1B2 FP inh	5	22	2	0	7	2
AHR activator	4	19	1	-2	-2	3
GLD-1 TGE inh	-2	7	3	3	-7	2
pPAFAH inh	0	16	1	6	4	-3
MEX-5 binding	-0.4	-1.5	0.2	-2.7	-3.1	-0.9
PME-1 inh	1	13	1	0	-6	0
Fam108B counter	-7	6	4	-1	1	1

Compound activity as filed in PubChem.
